SDO1 yeast rescue = sdo1-depleted yeast growth rescue | S. cerevisiae sdo1-depleted JHY4D growth rescue, OD600 30 h; hits give high values; pdr5 snq2 efflux-pump mutant strain | z-score at 10 µM | 140,000 tested, 0.21% active | AID 817;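 active = z-score above 3 at both the 24 hr and the 30 hr optical density reads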;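 also: z-score against mean and SD of all compound wells on the same plate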
Insulin prom inh = TRM-6 insulin promoter activity inhibition. 130,000 tested, 0.9% active. TRM-6 cells (human fetal islet line), insulin promoter-eGFP reporter, imaging; reporter expression induced with tamoxifen. inhibition, % at 2 µM. AID 1273;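 active = inhibition above the mean plus 3 SD, with well images judged a real hit on visual review, cut at about 60% in these data, passing the limit was not always enough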
SDO1 yeast rescue Rescue 24 h = further read-out of SDO1 yeast rescue, marked with its call; z-score; S. cerevisiae sdo1-depleted JHY4D growth rescue, OD600; measured here: growth rescue at 24 h;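 0 is the plate mean of compound wells and units are plate SD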
* hit, by the source's call; i = inactive; nt = no result given.

SMILES	SDO1 yeast rescue	SDO1 yeast rescue Rescue 24 h	Insulin prom inh
COC(=O)c1ccccc1-n1cccc1C(=O)NP(=O)(N1CCOCC1)N1CCOCC1	nt	nt	35
O=C(Cc1ccccc1)NC(=S)Nc1ccc2oc(-c3ccccc3)nc2c1	-0.61	0.13	nt
CCC(C)NC(=O)C1c2ccccc2C(=O)N(c2ccc(OC)cc2)C1c1ccc(OC)cc1 (stereo not given)	-0.26	-1	-16
CCc1nnc(NC(=O)C2CCN(c3cnccn3)CC2)s1	0.4	0.13	21
Cc1ccc2c(c1)-c1c(ssc1=S)C(C)(C)N2C(=O)CN1C(=O)c2ccccc2C1=O	-1.8	-0.73	nt
CCOC(=O)Cn1c(=O)c2c(nc(N3CCCCC3)n2C)n(C)c1=O	0.82	-0.37	nt
CCCn1nnc2c(=O)oc3ccccc3c21	0.79	0.79	nt
Cc1nc2scc(-c3cccs3)c2c(=O)n1N	0.14	-0.79	10
COc1cccc(C2Nc3c(F)cc(Br)cc3C3C=CCC32)c1OC (stereo not given)	-0.7	-0.27	-17
COC(=O)c1ccccc1NC(=O)CSc1nc(-c2ccco2)cc(C(F)(F)F)n1	-0.03	0.11	nt
COc1ccc2c(c1)c(C(C)=O)c(C)n2-c1ccccc1	-1.1	-1.5	-17
CN(CC(=O)NNC(=O)c1cccnc1)S(=O)(=O)c1cc(Cl)ccc1Cl	nt	nt	21
CC(c1ccco1)N(C(=O)c1ccc(S(=O)(=O)N2CCCCC2)cc1)c1ccccn1 (stereo not given)	-0.17	0.08	11
COc1ccc2c(c1)c(N=O)c(O)n2C	1.3	1.8	-9
CC1(C)Cc2c(sc3ncn4nc(-c5ccco5)nc4c23)CO1	nt	nt	-46
Nc1nonc1-c1nc2ccccc2n1CC(=O)N1CCN(c2ccc(F)cc2)CC1	-0.38	-0.57	-7
CCCCn1c(-c2nn(C)c(C)c2Cl)n[nH]c1=S	-0.62	-0.58	11
COc1ccc(/C(N)=N/OC(=O)Cc2ccc(OC)c(OC)c2)cc1	-0.61	-0.91	-210
CN(C(=O)CSc1nnc(Cc2cccc3ccccc23)n1N)C1CCS(=O)(=O)C1 (stereo not given)	1.2	1.5	35
O=C(O)Cc1ccc(N=Cc2c(O)ccc3ccccc23)cc1	-0.62	-1.3	13
O=C(Nc1nc2ccccc2[nH]1)c1cc2ccccc2o1	nt	nt	0
CC1(C)CC(C2N3CC4(C)CN2CC(C)(C3)C4=O)CCO1 (stereo not given)	1.9	1.3	-12
C/C(=N\N=C\c1ccccc1F)c1nnn(-c2nonc2N)c1C	-0.07	0.08	-29
COC(=O)c1sccc1NC(=O)Cc1ccc(OC)cc1	-1.2	-1.7	-18
CCOCCn1c(SCCCc2ccccc2)nc2c1c(=O)[nH]c(=O)n2C	1.2	2.4	-8
More records:
SMILES	SDO1 yeast rescue	SDO1 yeast rescue Rescue 24 h	Insulin prom inh
Cc1nnc(SCC(=O)Nc2cc(-c3cc(C)c(C)cc3C)nn2-c2ccccc2)s1	-0.42	0.04	-32
CCCCCn1cnc2c(sc3nc4c(cc32)CSC(C)(C)C4)c1=O	-0.49	-0.92	nt
COc1ccc(C/C(N)=N/OC(=O)Cc2ccc(OC)c(OC)c2)cc1	-1.2	-1.1	10
CCOc1cc(/C=N/NS(=O)(=O)c2ccc(OC)cc2)ccc1OCCN1CCOCC1	0.5	-0.87	-53
CCOc1ccc(N2C(=O)CC(N(CCc3ccccc3)C(=O)/C=C/C(=O)O)C2=O)cc1 (stereo not given)	nt	nt	-42
Cn1c(=O)c2c(ncn2CC(=O)N2CCN(c3ccc(F)cc3)CC2)n(C)c1=O	-0.08	-0.18	-10
Cc1ccc2cc(CN(CC3CCCO3)C(=O)C(C)C)c(=O)[nH]c2c1 (stereo not given)	0.3	-0.36	14
Brc1ccc(-c2ccc(/C=N/Nc3nc4ccccc4[nH]3)o2)cc1	-1.8	-1.9	32
CCOC(=O)/C=C1\SCC(=O)N1Cc1nnc(-c2ccccc2Br)o1	-0.2	0.4	-31
Cc1cc(N2CCN(c3ccccc3)CC2)nc(-c2ccccc2)n1	-2.1	-0.9	nt
Cc1ccc(S(=O)(=O)N(C)CC(=O)Nc2ccccc2)cc1	0.39	-0.04	-38
CC/C(=N\NC(=O)c1cccnc1)c1ccc2c(c1)OCCO2	nt	nt	39
CC(C)CC(CC(C)C)=NNC(=O)c1ccc(CSc2nncn2C)cc1	nt	nt	14
Nc1ccc(Nc2ccccc2)cc1	0.75	-0.41	21
COC(=O)[C@@]1(Cc2ccccc2)[C@H]2c3cc(C(=O)N4CCCC4)n(Cc4ccsc4Br)c3C[C@H]2CN1C(=O)c1ccccc1	-0.2	1.6	-85
COCCn1c(SCC(=O)Nc2ccc(S(=O)(=O)N(C)C)cc2)nc2ccccc21	-0.08	-0.15	27
O=C(/C=C/c1ccc2c(c1)OCO2)NCC1CCCO1 (stereo not given)	nt	nt	-10
Nc1c(Cl)nc(-c2ccccc2)nc1Cl	nt	nt	0
O=C(COC(=O)CCCOc1ccc(Cl)cc1Cl)NCc1ccccc1	-0.49	-0.86	nt
COc1cc(CNCCN2CCOCC2)ccc1OCc1ccccc1Cl	-0.13	-0.8	nt
CCOC(=O)Cc1csc(N/N=C/c2ccc(C(F)(F)F)cc2)n1	0.36	-0.54	-39
COc1ccccc1/C=N/OCC(=O)NCc1ccc2c(c1)OCO2	-0.8	-1.2	nt
CCOC(=O)C1CCCN(C(=O)C(C)(C)Oc2ccc(Cl)cc2)C1 (stereo not given)	nt	nt	-9
Cc1ccc(N2C(=O)c3cccc4c(N5CCN(C)CC5)ccc(c34)C2=O)c2cccnc12	-0.18	-0.29	28
O=C(CC(=O)N/N=C\c1c(Cl)cccc1Cl)NCc1ccccc1	-0.79	-1.1	7

3 compounds already listed, arranged by length of the SMILES, low to high:
SMILES	SDO1 yeast rescue	SDO1 yeast rescue Rescue 24 h	Insulin prom inh
CC(C)CC(CC(C)C)=NNC(=O)c1ccc(CSc2nncn2C)cc1	nt	nt	14
COCCn1c(SCC(=O)Nc2ccc(S(=O)(=O)N(C)C)cc2)nc2ccccc21	-0.08	-0.15	27
CCOc1ccc(N2C(=O)CC(N(CCc3ccccc3)C(=O)/C=C/C(=O)O)C2=O)cc1 (stereo not given)	nt	nt	-42

The list continues.
SMILES	SDO1 yeast rescue	SDO1 yeast rescue Rescue 24 h	Insulin prom inh
CC(=O)c1cccc(NC(=O)C=C(C)C)c1	0.76	0.97	13
O=C(c1ccccc1)c1sc(N2CCCCCC2)nc1-c1ccccc1	-0.8	-0.76	nt
Cc1ccc(CNC(=O)C(=O)NCC2OCCN2C(=O)c2ccc(Cl)cc2)cc1 (stereo not given)	1.4	0.15	-37
COc1ccc(OC)c(NC(=O)CSc2nnc(C3CCCCC3)n2-c2ccccc2)c1	-0.6	-0.56	23
O=c1[nH][nH]c(-c2ccccc2O)c1C(C[N+](=O)[O-])c1ccc(Cl)cc1Cl (stereo not given)	0.85	0.22	-6
Cn1c(=O)[nH]c(=O)c2c1nc(Br)n2C/C=N/Nc1ccccc1	nt	nt	-60
O=C(/C=C\c1cn(-c2ccccc2)nc1-c1ccccc1)Nc1nccs1	-1	-0.27	47
C/C(CC(=O)Nc1cccnc1)=N\NC(=O)c1ccc([N+](=O)[O-])c(Cl)c1	0.59	0.2	-86
C/C(=N/Nc1cc(-c2ccccc2)nc(-c2ccccc2)n1)c1ccc(O)cc1	-1.2	0.45	15
Cc1cccc(NC2=NC(C)(C)N=C(N)N2)c1C	1.4	1.1	0
COc1cccc(NC(=O)c2ccn(C)n2)c1	1.2	0.67	-45
O=c1c2ccccc2c(C=Nc2cccc(O)c2)c(O)n1-c1ccc2c(c1)OCO2	0.51	2.1	9
CCOc1ccc(C2OC34CCCCC3C(C#N)(C#N)C2(C#N)C(=N)O4)cc1OC (stereo not given)	5.7*	6*	6
CC(=O)Nc1ccc(N2C(=O)CC(N3CCN(Cc4ccc5c(c4)OCO5)CC3)C2=O)cc1 (stereo not given)	1.4	2.1	-6
N#CCCn1cc(C(=O)O)c(-c2cc3ccccc3o2)n1	0.24	0.17	15
O=C(NCC#CCOCc1ccccc1)c1ccccc1	-0.36	-0.25	-15
CCC12OC(=N)C(C#N)(C1C)C(C#N)(C#N)C(c1ccccc1)O2 (stereo not given)	0.91	1	-67
CCC(=O)Oc1ccc(-c2nc(-c3cccnc3)no2)cc1	-0.39	-0.67	nt
CNC(=O)CSc1nccn1Cc1ccc(Cl)cc1	nt	nt	9
COc1nc(Nc2ccc(-c3nc4ccccc4o3)cc2)nc(N2CCOCC2)n1	nt	nt	-36
O=C(CSc1n[nH]c(-c2ccc(Cl)cc2Cl)n1)Nc1ccccn1	0.85	1.4	-22
COCCCNC(=O)CNC(=S)N(Cc1ccc(F)cc1)C1CCCCC1	0.14	0.18	3
COc1ccc2cc3cc(C(=O)NCc4ccccn4)oc3nc2c1	0.23	-0.3	-22
COC(=O)CSc1nnc(-c2ccc3c(c2)OCO3)n1C	0.52	0.21	-42
CC(=O)N1N=C(c2ccncc2)OC12CCCC2	0.23	-0.66	i

Shown with two lines to a compound: part of the list above.
Each structure is followed by: SDO1 yeast rescue | SDO1 yeast rescue Rescue 24 h | Insulin prom inh
Cc1cccc(NC2=NC(C)(C)N=C(N)N2)c1C
    1.4 | 1.1 | 0
COc1cccc(NC(=O)c2ccn(C)n2)c1
    1.2 | 0.67 | -45
O=c1c2ccccc2c(C=Nc2cccc(O)c2)c(O)n1-c1ccc2c(c1)OCO2
    0.51 | 2.1 | 9
CCOc1ccc(C2OC34CCCCC3C(C#N)(C#N)C2(C#N)C(=N)O4)cc1OC (stereo not given)
    5.7* | 6* | 6

The list goes on.
SMILES	SDO1 yeast rescue	SDO1 yeast rescue Rescue 24 h	Insulin prom inh
COc1ccccc1C(=O)O/N=C(\N)c1ccc(Cl)cc1	-1.7	-2	3
C/C(=C1/SC(=S)N(CCC(=O)O)C1=O)c1ccc(O)cc1	-0.25	-0.86	-29
O=C(Nc1ccccc1)Nc1ncc([N+](=O)[O-])s1	nt	nt	28
C=CCn1c(SCC(=O)OCc2ccccc2)nc2c1c(=O)n(C)c(=O)n2C	-0.62	-0.31	nt
Cc1c(C(=O)NCc2cccs2)oc2ccc(Br)cc12	-1.6	-0.94	11
COc1ccc(C(O)c2nc3ccccc3n2C)cc1OC (stereo not given)	0.98	1.6	18
CC(=O)c1c(C)nc(-c2ccc(Cl)cc2Cl)n1O	0.21	-0.62	14
COc1ccc(COC(=O)C2=C(C)NC(=O)NC2c2ccc(O)c(OC)c2)cc1 (stereo not given)	1.3	0.14	nt
CCOC(=O)CSc1nc2sc3c(c2c(=O)n1CC)CC(C)(C)OC3	-0.81	-0.99	-29
N#CC1=C(N)Oc2n[nH]c(-c3ccccc3)c2C1c1ccsc1 (stereo not given)	-0.15	-0.66	-375
CCC(=O)N(Cc1cc(=O)[nH]c2ccccc12)c1cccc(C)c1	0.07	0.44	nt
Nc1ccc(C(CC(=O)O)n2cccc2)cc1 (stereo not given)	nt	nt	-18
COc1cc(NC(=O)CSc2nc3[nH]ncc3c(=O)n2-c2ccccc2C)cc(OC)c1OC	-0.26	-0.27	-39
Clc1ccc(Nc2nc(-c3ccncc3)cs2)cc1	nt	nt	35
Cc1nc2nc(Cc3ccccc3)[nH]n2c(=O)c1Cl	0.95	0.17	30
CC(C)c1nc(SCC(=O)N2CCN(c3ccccc3)CC2)c2c(=O)n(C)c(=O)n(C)c2n1	-1.8	-1.6	0
O=C(Cc1csc(N2CCOCC2)n1)N/N=C/c1cccc(O)c1	-0.02	-0.04	16
COC(=O)c1[nH]c2cccc(OC)c2c1NC(=O)CN1CCN(c2cccc(OC)c2)C(C)C1 (stereo not given)	-0.09	-0.09	12
COc1ccc(/C=C/C(=O)OCn2c(SC)nnc(C)c2=O)cc1OC	nt	nt	25
CCOC(=O)C1CCCN(C(=O)c2ccc(OC)c([N+](=O)[O-])c2)C1 (stereo not given)	-0.51	-0.88	nt
CCn1cc(C(=O)OCC(=O)c2cc(C)n(-c3cccc(C(F)(F)F)c3)c2C)c(=O)c2ccc(C)nc21	-0.32	-0.2	nt
CSCC[C@H](Nc1ncnc2sc(C)c(C)c12)C(=O)O	0.64	0.17	-31
CC1(C(=O)O)CCC(C(=O)Nc2ccc3ccccc3c2)C1(C)C (stereo not given)	0.18	-0.67	0
CC(C(=O)NCC1CCCCC1)N1CCN(S(=O)(=O)/C=C/c2ccccc2)CC1 (stereo not given)	-0.39	-0.37	-4
CCCNC(=O)Cc1cc(=O)[nH]c(=O)[nH]1	0.71	0.54	nt
Next section.
SMILES	SDO1 yeast rescue	SDO1 yeast rescue Rescue 24 h	Insulin prom inh
Cc1cccc(C)c1NC(=O)C1CC(=O)N(C(C)C)C1 (stereo not given)	-0.75	-0.49	nt
CCOc1ccc(/C=N/n2cnnc2)cc1	0.75	0.68	25
CCOC(=O)COc1ccc(/C=C2\NC(=S)N(CC)C2=O)cc1	-0.29	-0.7	39
CC(=O)/C(=C/N(C)C)Sc1ccc(C)cc1	-0.12	-0.92	18
CC(=O)Nc1ccc(S(=O)(=O)Nc2nc3ccccc3nc2N2CCCCCC2)cc1	-0.99	-1.5	30
COc1ccc(/C=C(\C#N)C(=O)NCCCn2ccnc2)cc1	-0.05	-0.63	-23
Cc1ccc(S(=O)(=O)NCC(=O)OCC(=O)NCc2ccc(F)cc2)cc1	nt	nt	22
O=C1c2cccc3cc(Br)cc(c23)C(=O)N1Nc1ccc(Br)cc1	-1.8	-0.77	nt
CCn1c(SCC(=O)Nc2cc(C)on2)nnc1-c1ccco1	0.09	-0.29	14
CC(C)c1ccc(N2C(=O)CSC23C(=O)N2CCCc4cccc3c42)cc1 (stereo not given)	-0.8	-0.57	-4

Source: PubChem BioAssay

An excerpt; rates above refer to the full screens.
